Pol beta inh: blocks human DNA polymerase beta activity | Potency, µM (doses to about 114 µM), for inactives: at the top dose activity change, negative = inhibition, usual class: inhibitors | P06746 | Pol beta primer extension/strand displacement, fluorescence kinetic | actives 1.3% (n = 340,000); note: potency is the fitted concentration of half-maximal effect; % is set by controls: 0 for no effect and ±100 for the full control effect
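Pol beta (10 nM) was preincubated with compound for 15 min at room temperature. The reaction was then started with 50 nM substrate and read immediately and after a further 10 min at room temperature.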
APEX1 inh: APE1 (human) endonuclease inhibition; recombinant APE1, TAMRA/BHQ-2 abasic DNA cleavage fluorescence; Potency, µM (top dose mostly 65.8 µM), for inactives: at the highest dose activity change, negative = inhibition, hits mostly inhibitors; actives 0.35% (n = 350,000); P27695; AID 2517;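 note: potency is the fitted concentration of half-maximal effect; plate controls were vehicle for no effect and reference inhibitor for full effect; nearly all actives have a fitted effect of over 55% in size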
Target sequence (P27695 whole entry, looked up): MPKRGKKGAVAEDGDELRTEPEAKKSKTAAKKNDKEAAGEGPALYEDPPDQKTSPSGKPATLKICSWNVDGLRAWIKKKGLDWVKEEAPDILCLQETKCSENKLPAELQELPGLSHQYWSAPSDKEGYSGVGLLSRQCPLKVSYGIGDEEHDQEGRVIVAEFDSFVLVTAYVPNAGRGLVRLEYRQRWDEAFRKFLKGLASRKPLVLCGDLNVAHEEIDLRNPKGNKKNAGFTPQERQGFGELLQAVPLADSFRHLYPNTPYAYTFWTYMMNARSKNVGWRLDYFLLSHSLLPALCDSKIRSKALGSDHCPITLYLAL
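APE1 at 0.75 nM preincubated 15 min at room temperature with compound. Reaction then started with 50 nM double-stranded THF-abasic substrate labelled with TAMRA/BHQ-2, and 525/598 nm fluorescence read kinetically. Activity taken as third-minus-first read difference, normalized to DMSO and NSC13755 controls.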
Anesthetic bind: binds horse apoferritin like a general anesthetic; P02791; actives 0.074% (n = 350,000); apoferritin/1-aminoanthracene competitive binding, fluorescence; Potency, µM (doses to about 77.5 µM), inactives show at the top dose activity change, negative = displacement, most hits filed as inhibitors; note: potency is the fitted concentration of half-maximal effect; % is set by controls: 0 for no effect and ±100 for the full control effect; nearly all actives have a fitted effect of over 20% in size
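Apoferritin-based anesthetic binding model; compound displacement of fluorescent 1-AMA measured as endpoint fluorescence after 10 minutes at room temperature, scaled to free-ligand and complex controls.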
BLM inh: inhibitors of human Bloom syndrome helicase BLM; P54132; recombinant BLM DNA unwinding, fluorescence dequenching; Potency, µM (doses to about 56.1 µM), for inactives: at the top dose activity change, negative = inhibition, most hits filed as inhibitors; actives 0.2% (n = 350,000);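 note: potency is the fitted concentration of half-maximal effect; plate controls were vehicle for no effect and no enzyme for full effect; nearly all actives have a fitted effect of over 35% in size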
Glioma ERSR ind: ER stress response induction in glioma. U87-MG GRP78 promoter luciferase reporter, 16 h. Potency, µM, without a hit: at the top dose activation, actives largely listed as activators. actives 0.02% (n = 420,000); note: potency is the fitted concentration of half-maximal effect; series mostly up to about 76 µM; % of control where 0% means no effect; nearly all actives have a fitted effect of over 35% in size
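Stably transfected U87-MG glioma cells carrying a GRP78-based luciferase sensor; 16 h compound incubation. Luminescence end-point read 10 min after Bright-Glo addition at room temperature.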
Pol kappa inh: inhibitors of human DNA polymerase kappa; Q9UBT6; purified Pol kappa, fluorescent DNA synthesis assay, 10 min; Potency, µM (top dose mostly 107 µM), without a hit: at the highest dose activity, negative = inhibition, usual class: inhibitors; actives 0.53% (n = 400,000); note: potency is the fitted concentration of half-maximal effect; % is set by controls: 0 for no effect and ±100 for the full control effect
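Activity was followed as the change in fluorescence between reads at 0 and 10 min after starting the reaction with 50 nM substrate. Beforehand, 10 nM polymerase had been preincubated with compound for 15 min at room temperature.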
LDHA block: LDHA (human) enzyme inhibition. P00338. purified LDHA, NADH/diaphorase-resazurin fluorescence; hits give low values. activity change, % (values are at about 110 or 230 µM). actives 0.15% (n = 480,000). AID 1347041; in the data active = activity change below about -30%; inconclusive = mostly about -25% to -30%;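 note: plate controls were DMSO wells for no effect and wells without enzyme for full effect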
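Resorufin fluorescence (ex540/em590), read at 0 and 20 min after diaphorase/resazurin addition, reports the NADH left after a 5 min room-temperature reaction of 2 nM human LDH5 with 0.06 mM NADH and 0.2 mM pyruvate.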
POLH inh: inhibitors of human DNA polymerase eta | recombinant Pol eta, fluorescent DNA replication assay | Potency, µM (doses to about 114 µM), inactives show at the highest dose activity change, negative = inhibition, hits mostly inhibitors | actives 1.2% (n = 390,000) | Q9Y253; note: potency is the fitted concentration of half-maximal effect; % is set by controls: 0 for no effect and ±100 for the full control effect
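Fluorescent replication assay: 50 nM final substrate added after a 15 min room-temperature compound preincubation with 10 nM enzyme. Signal taken at 0 min and again at 10 min.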
Pol iota inh: inhibitors of human DNA polymerase iota. Potency, µM (titrated, usually from 115 µM), for inactives: top-dose activity, negative = inhibition, actives largely listed as inhibitors. Q9UNA4. Pol iota fluorescent replication assay, 10 min. actives 1% (n = 390,000); note: potency is the fitted concentration of half-maximal effect
Target sequence (Q9UNA4 whole entry, looked up): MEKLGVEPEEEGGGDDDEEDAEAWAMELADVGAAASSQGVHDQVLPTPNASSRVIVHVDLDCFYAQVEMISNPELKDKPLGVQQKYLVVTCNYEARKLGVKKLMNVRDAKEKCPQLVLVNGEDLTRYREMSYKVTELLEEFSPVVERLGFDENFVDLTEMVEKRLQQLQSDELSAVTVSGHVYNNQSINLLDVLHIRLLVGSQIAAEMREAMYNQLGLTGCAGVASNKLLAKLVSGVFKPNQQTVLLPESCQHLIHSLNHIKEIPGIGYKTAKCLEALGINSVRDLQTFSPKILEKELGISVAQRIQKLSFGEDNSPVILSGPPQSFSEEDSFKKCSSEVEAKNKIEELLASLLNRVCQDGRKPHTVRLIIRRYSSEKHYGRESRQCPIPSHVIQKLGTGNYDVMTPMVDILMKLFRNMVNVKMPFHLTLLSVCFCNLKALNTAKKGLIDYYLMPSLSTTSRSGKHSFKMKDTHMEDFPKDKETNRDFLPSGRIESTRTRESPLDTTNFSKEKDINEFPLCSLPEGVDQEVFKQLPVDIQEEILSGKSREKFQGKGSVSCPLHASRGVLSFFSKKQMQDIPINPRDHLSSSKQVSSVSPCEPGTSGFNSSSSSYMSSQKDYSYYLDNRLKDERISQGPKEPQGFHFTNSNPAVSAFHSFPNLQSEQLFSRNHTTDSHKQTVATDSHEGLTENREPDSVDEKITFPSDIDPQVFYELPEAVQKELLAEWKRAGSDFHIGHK
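Pol iota at 10 nM preincubated 15 min with compounds at room temperature; reaction started with fluorescent substrate, 50 nM final. Fluorescence read kinetically at 0 and 10 min; buffer-only wells as negative control.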
* marks the source's active call; other numbers are inactive results; ? = inconclusive; . = no result given; & = joins results of further samples; [ ] = remark or other dose. Unless noted, calls come from the whole dose curve; as a rule, active = well fitted curve in the direction sought with a large enough effect; inconclusive = small, poorly fitted or top-dose-only effect, or another doubt; inactive = no such curve, though single readings can be large; an effect the other way counts as inactive or inconclusive. The list is partial; the hit share may differ from the screen's.

Values run as follows: Pol beta inh | APEX1 inh | Anesthetic bind | BLM inh | Glioma ERSR ind | Pol kappa inh | LDHA block | POLH inh | Pol iota inh
NC(=O)c1nsc(C(=O)N(c2ccc3c(c2)OCCO3)C(C(=O)NCC2CCCO2)c2ccc(F)cc2)c1N (stereo unspecified)
    11% | 56%[activator] | -11% | -5% | 1% | -1% | -10 | 1% | -4%
O=C(CNC(=O)c1cccs1)NCC(=O)OCc1cccc(Cl)c1
    ? | -3% | -10% | 3% | -1% | -19% | -1 | -5% | 6%
Cc1ccc(C2N=C(Nc3nc4ccccc4o3)NC3=C2C(=O)CC(C)(C)C3)cc1 (stereo unspecified)
    . | . | . | . | -3% | 11% | 4&7 | . | 8%
Cc1occc1C(=O)Nc1nnc(C2CCCCC2)s1
    17% | 1% | -17% | -5% | 2% | -1% | -4 | -11% | -3%[58.9 µM]
CCOC(=O)c1ccc(N2C(=O)C(CC(N)=O)N(CCc3ccc(OC)c(OC)c3)C2=S)cc1 (stereo unspecified)
    -7% | -7% | -12% | -7% | -6% | -17% | 0 | -14% | 59%[activator]
CC1=CC(C)(C)n2c(O)c(N=N)c3cc(C)cc1c32
    3% | ? | -24% | -3% | -4% | -9% | -1 | ? | -18%
CCn1c(N2CCN(C(=O)Nc3ccc(F)cc3)CC2)nc2ccccc21
    16% | 16% | -6% | -4% | -7% | -8% | -5 | -17% | 13%
O=[N+]([O-])c1ncccc1OCc1ccc(Br)cc1F
    9% | 4% | 27% | -10% | -2% | -5% | -5 | -18% | 7%
CN1C2CCC1CC(NS(=O)(=O)c1cc(Cl)c(Cl)cc1Cl)C2 (stereo unspecified)
    7% | 25% | -2% | 1% | -6% | -9% | -4 | -5% | 18%
O=C(CNC(=O)c1ccccc1F)c1ccccc1
    27% | 23% | 7% | -3% | -10% | -12% | -10 | -7% | -11%
O=C(NCc1cccc(Cl)c1)c1cccc(C(F)(F)F)c1
    6% | 9% | ? | -10% | -4% | -26% | -2 | -14% | -10%
COc1ccc(NC(=O)Cn2c(=O)oc3cc(S(=O)(=O)N4CCCCC4C)ccc32)cc1 (stereo unspecified)
    1% | . | -12% | 1% | -2% | -12%[60.1 µM] | -1 | -9% | 4%
COc1cc(/C=N/n2c(C3CCCCC3)n[nH]c2=S)cc(OC)c1O
    4% | -7% | 5% | -6% | 2% | 0% | -4 | -3% | 20%
O=C(CNC(=O)c1ccccc1F)N/N=C\C=C\c1ccccc1
    27% | -4% | ? | -4% | 0% | 0% | -1 | -5% | 13%
CCC(=O)Nc1cccc(C(=O)/C=C/c2cc(Br)ccc2OC)c1
    3% | -4% | ? | -8% | -10% | -8% | -5 | ? | 56µM*

One compound at a time (already shown). Order of values: Pol beta inh	APEX1 inh	Anesthetic bind	BLM inh	Glioma ERSR ind	Pol kappa inh	LDHA block	POLH inh	Pol iota inh
Results for CCn1c(N2CCN(C(=O)Nc3ccc(F)cc3)CC2)nc2ccccc21 : 16%	16%	-6%	-4%	-7%	-8%	-5	-17%	13%
Results for COc1cc(/C=N/n2c(C3CCCCC3)n[nH]c2=S)cc(OC)c1O : 4%	-7%	5%	-6%	2%	0%	-4	-3%	20%
Results for O=[N+]([O-])c1ncccc1OCc1ccc(Br)cc1F : 9%	4%	27%	-10%	-2%	-5%	-5	-18%	7%

Other entries
Values run as follows: Pol beta inh | APEX1 inh | Anesthetic bind | BLM inh | Glioma ERSR ind | Pol kappa inh | LDHA block | POLH inh | Pol iota inh
C=CCn1c(SCc2cccc(C#N)c2)nnc1-c1ccccc1O
    2% | 7% | -12% | 2% | -4% | -4% | -5 | -18% | -1%
O=C(CSc1ncn[nH]1)NC12CC3CC(CC(C3)C1)C2
    11% | -8% | ? | 0% | -4% | -9% | 2 | -7% | -3%
CC(C)CNS(=O)(=O)c1ccc(OCC(=O)Nc2ccc3c(c2)OCCO3)cc1
    -1% | 4% | -21% | -4% | 1% | -2% | -1 | -18% | 161%[activator]
Cc1cc(NC(=O)c2ccc(C)s2)n(-c2ccccc2)n1
    2% | 2% | -7% | -1% | 0% | 3% | -3 | -9% | -1%
Cc1cccc(N2CCN(C(=O)CN3CCOc4ccccc43)CC2C)c1 (stereo unspecified)
    13% | -3% | -10% | 0% | 0% | -13% | 18 | -15% | -22%
O=C(NCCCN1CCCC1=O)c1ccc(NS(=O)(=O)c2ccccc2)cc1
    . | 5% | . | . | -2% | 9% | -3 | -8% | 71%[activator]
Cc1cc(C)c(OCCCCN2CCNCC2)c(C)c1
    19% | -2% | -5% | 2% | -2% | 7% | -2 | -15% | 12%
COc1cccc(CN2CC(C(=O)NCc3ccc(Cl)s3)CCC2=O)c1 (stereo unspecified)
    ? | 41% | -14% | -1% | -4% | 1% | -2 | -21% | 43%[activator]
CCN(c1ccccc1)S(=O)(=O)c1ccc(C(=O)Nc2nccs2)cc1
    ? | 5% | ? | -4% | -5% | 3% | -3 | -12% | -7%
Cc1ccc(-n2nnc3c(=O)n(Cc4cc(C)ccc4C)cnc32)cc1
    31% | -6% | -11% | -5% | -1% | -8% | -8 | 7% | -3%
CCCCC(=O)N1C/C=C\[C@H](c2ccc(OC)cc2)N(Cc2ccc(F)cc2)C(=O)[C@@H]1C
    . | . | . | . | -5% | 2% | 2 | -21% | 27%
CC(C)(C)C(=O)Nc1c2c(nn1-c1ccccc1)CSC2
    26% | 3% | -18% | -2% | -5% | 7% | 4 | -13% | -7%
Cc1ccccc1NC(=O)NCC1CCN(C(=O)OC(C)(C)C)CC1
    4% | 6% | -7% | -2% | -1% | -2% | -3 | -4% | ?
Cc1ccc(-c2cc(C(=O)NCCCN3CCOCC3)no2)cc1
    2% | -1% | -10% | -6% | -9% | -2% | 3 | -11% | 28%
O=C(c1cn(-c2ccccc2)nc1-c1cccs1)N1CCOCC1
    -1% | -1% | -9% | -1% | 1% | -6% | -6 | -4% | 15%
CC1(c2ccc(Cl)cc2)NC(=O)N(CN2CCOCC2)C1=O (stereo unspecified)
    48% | -4% | -7% | 2% | -3% | 0% | -2 | -10% | 75%[activator]
O=C(O)CC(NC(=O)CCC1CCCCC1)c1cc([N+](=O)[O-])ccc1Cl (stereo unspecified)
    6% | 2% | 0% | 7% | -2% | -10% | -2 | -9% | 83%[activator]
O=C(O)CCCCCN1C(=O)c2ccc(C(=O)O)cc2C1=O
    6% | -1% | -11% | -6% | -4% | -11%[60.1 µM] | -1 | -10% | 23%
Cc1ccccc1C(=O)NNc1ccc(-c2csnn2)cc1
    50%[activator] | -4% | -7% | -4% | -4% | -5% | -1 | -22% | 52%[activator]
O=C1c2ccc(Br)cc2C(=O)N1c1ccc(Cl)cn1
    19% | 48% | -2% | -1% | -3% | 3% | 0 | -6% | 8%
COc1ccc(NS(=O)(=O)c2cccc(C(=O)N(C)CC(=O)Nc3ccc(C)cc3)c2)cc1
    . | -16% | . | . | 0% | -7% | -5 | -8% | 17%
C=CCNC(=O)/C(C#N)=C/c1ccccc1OCc1ccc(C(=O)OC)cc1
    29% | 0% | ? | 0% | ? | -7% | -11 | -8% | ?
CSc1nc(N2CCN(C)CC2)c2c(c1C#N)CC(C)(C)OC2
    1% | -2% | -3% | 6% | -2% | -3% | -3 | -5% | 18%
CC(C)C(=O)Nc1cccc(C(=O)Nc2ccc3c(c2)OCO3)c1
    ? | 14% | -21% | -9% | -9% | -10% | -1 | -10% | 18%
COc1cc2nc(CN(C)Cc3ccc(SC)cc3)[nH]c(=O)c2cc1OC
    -6% | 2% | 0% | 2% | -5% | 7% | -1 | 23% | 23%
CCOC(=O)Cn1nc(C)c(NC(=O)c2cccc([N+](=O)[O-])c2)c1C
    11% | 1% | -6% | -7% | 0% | 8% | -4 | -16% | 82%[activator]
CC(=O)Nc1ccc(NC(=O)Cc2ccc(S(=O)(=O)N3CCCCC3)s2)cc1
    ? | ? | -8% | -19% | -2% | -24% | -4 | 13µM* | ?
O=c1c2ccccc2oc2ccc(C#CC3(O)CCCCC3)cc12
    . | . | . | . | -9% | 1% | 1 | -25% | 12%
C=CCn1c(SCC(=O)O)nc2sc(CC)cc2c1=O
    12% | 14% | -2% | 0% | -1% | -2% | -6 | -19% | 23%
COc1cc(/C=C2\SC(=O)N(CCN)C2=O)ccc1OS(=O)(=O)c1cc(C)ccc1C
    0% | -4% | ? | 3% | -16% | -13% | -4 | -5% | 18%
CCOc1ccc(NC(=O)CSc2nnc(C)n2Cc2ccccc2)cc1
    1% | 2% | -6% | -2% | -1% | -4% | -5 | -12% | -13%
Cc1noc(-c2ccc(-c3noc(-c4ccccc4)n3)cc2)n1
    1% | . | -2% | -2% | -1% | -11%[60.1 µM] | -6 | 0% | -9%
O=c1[nH]c2cccnc2n(CCNc2ncc(C(F)(F)F)cc2Cl)c1=O
    4% | -1% | -16% | -2% | -7% | -3% | -2 | -7% | 84%[activator]
O=C(c1cc(-c2ccccn2)nc2ccc(Cl)cc12)N1CCN(CCc2ccccc2)CC1
    26% | 14% | -4% | -13% | -2% | -1% | -3 | -18% | 184%[activator]
O=C(c1ccc2c(c1)OCO2)N(c1ccc(Br)cc1)C1C=CS(=O)(=O)C1 (stereo unspecified)
    49% | -2% | -19% | -7% | -3% | 1% | 0 | -15% | 21%
CCOC(=O)C(C)Sc1nnc(-c2c[nH]c3ccccc23)n1C (stereo unspecified)
    5% | 10% | ? | 0% | -1% | 8% | -3 | -15% | 24%
CCN(c1cccc(C)c1)c1ncnc2c1cnn2-c1cccc(Cl)c1
    2% | . | 13% | -4% | -5% | -10%[60.1 µM] | -4 | -14% | 7%
CC(C)N(C)S(=O)(=O)c1ccc(NC(=O)C2=COCCO2)cc1
    . | -8% | . | . | 2% | -15% | 0 | -2% | -7%
Cc1cccc(CNc2nc(-c3ccccc3CN(C)C)nc3ccccc23)c1
    . | 2% | -22% | 91%[activator] | 2% | -1%[60.1 µM] | . | . | .
CN(C)CCn1c(=O)n(Cc2ccco2)c(=O)c2c3c(sc21)CCCCC3
    17% | -1% | -20% | 0% | -3% | -1% | -3 | -2% | -5%[58.9 µM]
NNC(=O)c1sc2cc(C(F)(F)F)cnc2c1-c1cccs1
    10% | -9% | -17% | -15% | -3% | 1% | 4 | -16% | 27%
CC(=O)c1ccccc1NC(=O)CSc1n[nH]c(=O)n1C1CC1
    . | 36% | . | . | -2% | -16% | -12 | -2% | ?

Screens (PubChem)
